Assay outcomes: PubChem BioAssay, several laboratories
PKA-R2B activ: activators of PKA-R2B holoenzyme, primary screen, biochemical, fluorescence polarization, Cy5-IP20, human; PKA-R2B holoenzyme dissociation; R2B truncated from residue 108, S112A mutant; 0% DMSO only, 100% 113 µM cGMP; hit rate 0.079% among 340,000; activation, % at 11.4 µM; cAMP-dependent protein kinase catalytic subunit beta (Homo sapiens) + cAMP-dependent …; AID 504700, 2011;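 active = activation above a cutoff set at the mean over all compounds plus 3 SD, cut at about 18% in these data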;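 also: higher means more holoenzyme dissociation and a rise in polarization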
Arr AP2 block: inhibitors of beta-arrestin/AP2 binding, primary screen, biochemical, GPCR trafficking, flow cytometry. beta-arrestin 1 C-terminal peptide binding to AP2 beta2-adaptin appendage (human). FITC-arrestin peptide / GST-AP2 beads; AP2 beta2 appendage carries R879A mutation. inhibition, % at 10 µM. hit rate 0.31% among 340,000. AID 504490, 2011;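 active = inhibition above a set limit, near 3 SD of compounds lacking own fluorescence, cut at about 54% in these data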;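 also: plate controls were DMSO wells for no effect and 5 µM unlabelled arrestin peptide for full effect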
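Measured by: flow cytometry, FL1 (488/535 nm); Material: AP2 appendage R879A on GSH beads; Evaluation: percent response; Timing: pre-incubation 12 min, peptide binding 1 h, room temperature; Also added: 50 nM FITC-arrestin peptide; Medium: PBS with 0.05% Tween 20 and 0.1% BSA.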
MITF act: activators of MITF-driven TRPM1 promoter reporter, primary screen, cell-based, SK-MEL-5, luciferase, single point; SK-MEL-5 TRPM1-promoter luciferase, 24 h; % of positive control, neutral wells = 0; activation, % at 12.5 µM; hit rate 0.75% among 300,000; AID 588334, 2011;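 active = mean activation of at least 80% with every replicate also reaching 80%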;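 also: 0% = neutral control wells and 100% = parthenolide positive control wells; values of inactives mirror those of a sister screen read the other way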
NSD2 inh: NSD2 histone methyltransferase inhibitors, primary screen, biochemical, AlphaScreen, single concentration, set 2 | inhibition, % at 12.5 µM | NSD2 peptide methylation, 120 min | hit rate 0.54% among 310,000 | Histone-lysine N-methyltransferase NSD2 (Homo sapiens), O96028; in the data active = inhibition above about 50%
PKA-R1A activ: activators of PKA-R1A holoenzyme, primary screen, biochemical, fluorescence polarization, Cy5-IP20, bovine R1A, mouse PKAc; activation, % at 11.4 µM; cAMP-dependent protein kinase type I-alpha regulatory subunit (Bos taurus) + …; hit rate 0.083% among 340,000; PKA-R1A dissociation; scaled: DMSO 0%, 113 µM cGMP 100%;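 active = percent activation above the mean of all tested compounds plus 3 SD, cut at about 19% in these data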;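 also: higher means more PKAc released from R1A so a rise in polarization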
CDK5 inh: inhibitors of human CDK5/p35 kinase, primary screen, biochemical, single concentration. Recombinant CDK5/p35, ADP-Glo luminescence, 60 min. inhibition, % at 10 µM. hit rate 0.01% among 330,000. AID 488839, 2010;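 active = highest replicate inhibition of at least 50% and at least 75% of replicates reaching 50%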;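 also: plate controls were DMSO neutral control for no effect and GW8510 at 10 µM for full effect; many of its hits are not listed in these tables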
SR-BI HDL uptake: inhibitors of SR-BI mediated HDL lipid uptake, primary screen, ldlA[mSR-BI] cells, fluorescence, single point | Scavenger receptor class B member 1 (Mus musculus), Q61009 | ldlA[mSR-BI] CHO cells, DiI-HDL uptake fluorescence, 3 h | inhibition, % at 12.5 µM | hit rate 0.96% among 320,000 | AID 488896, 2010;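 active = mean replicate inhibition of at least 70% and a set share of replicates each scoring 70 or more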;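 also: 0% = median of neutral control wells and 100% = median of positive control wells; values of inactives mirror those of a sister screen read the other way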
SR-BI DiI-HDL act: activators of SR-BI mediated DiI-HDL uptake, primary screen, ldlA[mSR-BI] CHO cells, DiI fluorescence | 3 h; 100 = double the neutral-control signal | activation, % at 12.5 µM | hit rate 0.096% among 320,000;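 active = mean replicate activation of at least 60% and every replicate at or above 60%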;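 also: 0% = median plate neutral-control signal and 100% = twice that signal; values of inactives mirror those of a sister screen read the other way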
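Assay system: LDL receptor-deficient CHO ldlA cells overexpressing murine SR-BI / Medium: BSA-supplemented, HEPES-buffered Ham's F12, pH 7.4 / Probe or stimulus: DiI-labelled HDL at 10 µg/mL final / Timing: compound with DiI-HDL co-incubation, 3 h at 37 °C / Technique: bottom-read cell fluorescence after medium removal, ex 550/em 595 nm / Measure: HDL uptake via cellular fluorescence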
DSG3 Ab inh: inhibitors of pemphigus antibody binding to DSG3, primary screen, biochemical, bead-based, flow cytometry, scFv-GFP | Desmoglein-3 (Homo sapiens), P32926 | DSG3-coupled beads, scFv-anti-DSG3-GFP binding; active compounds read low | binding (percent of control), % at 10 µM | hit rate 0.48% among 310,000 | AID 588358, 2011;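 active = binding more than 3 SD below its plate's average and above zero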;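 also: hits lower antibody fragment binding to DSG3; some compounds called inactive have numbers as strong as hits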
Target sequence (P32926 whole entry, looked up, the tested form may be a part): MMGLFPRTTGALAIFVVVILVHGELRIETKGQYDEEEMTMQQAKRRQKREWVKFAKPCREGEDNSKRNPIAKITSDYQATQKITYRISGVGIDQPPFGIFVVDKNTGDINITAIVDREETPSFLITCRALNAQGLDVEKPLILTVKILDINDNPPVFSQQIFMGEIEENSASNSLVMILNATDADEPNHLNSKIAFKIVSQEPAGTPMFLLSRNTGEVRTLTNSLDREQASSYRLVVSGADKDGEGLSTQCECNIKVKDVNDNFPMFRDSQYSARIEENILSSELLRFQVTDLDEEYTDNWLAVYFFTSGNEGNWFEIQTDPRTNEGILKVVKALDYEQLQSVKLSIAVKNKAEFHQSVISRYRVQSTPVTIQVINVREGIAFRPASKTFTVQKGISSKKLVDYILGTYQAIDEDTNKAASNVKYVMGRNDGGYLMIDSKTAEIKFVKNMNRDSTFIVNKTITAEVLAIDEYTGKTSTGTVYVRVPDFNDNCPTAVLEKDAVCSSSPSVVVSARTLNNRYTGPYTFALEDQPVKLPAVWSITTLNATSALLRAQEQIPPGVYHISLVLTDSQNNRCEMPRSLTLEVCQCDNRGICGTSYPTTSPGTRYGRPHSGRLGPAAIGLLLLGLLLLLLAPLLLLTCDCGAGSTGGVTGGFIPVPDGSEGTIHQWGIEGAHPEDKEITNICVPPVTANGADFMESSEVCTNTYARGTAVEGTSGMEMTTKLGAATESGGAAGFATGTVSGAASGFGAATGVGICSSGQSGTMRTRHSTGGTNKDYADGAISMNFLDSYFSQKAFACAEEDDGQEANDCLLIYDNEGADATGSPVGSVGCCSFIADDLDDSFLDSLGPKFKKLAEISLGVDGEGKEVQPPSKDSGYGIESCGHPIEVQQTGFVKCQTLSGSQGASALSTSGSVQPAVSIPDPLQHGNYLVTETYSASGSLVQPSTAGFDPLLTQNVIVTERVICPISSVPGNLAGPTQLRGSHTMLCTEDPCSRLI
dFosB activator: activators of delta FosB homodimer, primary screen, biochemical, fluorescence polarization, TAMRA-CDK5 oligo, single point | activation, % at 25 µM | hit rate 0.99% among 340,000 | purified delta FosB; percent of positive-control signal above neutral wells;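 active = mean activation above about 17%, with every replicate also reaching it, limit read from the data, passing the limit was not always enough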;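 also: fluorescence polarization rise as delta FosB binds a TAMRA Cdk5 AP-1 oligo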
SUMO Mot1 rescue: yeast Mot1-301 growth rescue at high temperature, primary screen, SUMOylation pathway inhibitor project, S. cerevisiae, ATP luminescence, 38.5C; S. cerevisiae Mot1-301 growth rescue; percent above DMSO median, 100 means doubled; growth rescue, % at 18.8 µM; hit rate 1% among 320,000;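 active = every valid replicate shows activation above 250% relative to neutral control wells; inactive = the rest, any valid replicate at or below 250%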;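 also: OY570 slx delta 5 strain wells were the positive control but not used for scaling; some compounds called inactive have numbers as strong as hits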
Starred values were filed as active, the others as inactive; / = no result given; & = joins results of further samples.

PKA-R2B activ	Arr AP2 block	MITF act	NSD2 inh	PKA-R1A activ	CDK5 inh	SR-BI HDL uptake	SR-BI DiI-HDL act	DSG3 Ab inh	dFosB activator	SUMO Mot1 rescue	mol
-4.1	-2.5	-6.0	-0.9	-6.6	0.5	-3.0	3.0	98.1	-3.7	7.7	CSCCC(NS(=O)(=O)c1ccc(C)cc1)C(=O)N1CC=C(c2ccccc2)CC1 (configuration not stated)
-6.5	-7.4	-2.7	1.8	15.0	-1.2	-3.3	3.3	115.0	-0.5	-6.7	COc1cc(/C=N/NS(=O)(=O)c2ccc(Br)cc2)ccc1O
3.6	-3.6	11.4	-4.1	-0.6	-0.3	-26.8	26.8	101.2	1.3	/	Cn1c(SCC(=O)NCCNC(=O)CSc2nnc(C(F)(F)F)n2C)nnc1C(F)(F)F
7.8	2.6	-9.6	0.4	1.1	-1.0	11.0	-11.0	93.7	1.9	28.8	Cc1cc(Cl)ccc1OCC(=O)NCC(=O)N/N=C/c1ccco1
-5.4&-4.3	45.2&0.8	26.3&54.4	-0.1&-0.4	-6.5&-0.9	1.6&0.5	-24.8&-25.5	24.8&25.5	108.7	4.7&0.5	16.6&4.0	COc1ccc(CCc2nc(C)ccc2O)cc1
-17.4	4.2	3.4	0.0	3.2	0.4	76.5*	-76.5	96.8	-8.5	/	COc1ccc(C)cc1N(CC(=O)NC1CCCC1)C(=O)Cn1nnc(-c2ccc(C)o2)n1
-8.7	15.4	42.8	1.0	5.1	2.9	25.1	-25.1	98.0	0.0	3.3	Oc1cccc(/C=N/Nc2ncnc3c2ncn3Cc2ccccc2)c1
-5.8	2.3	/	-0.7	-18.3	-1.4	-42.5	42.5	97.9	-2.2	-25.7	Cc1ccc(-c2cc(C(=O)O)n[nH]2)o1
0.2	-2.5	23.6	35.8	3.4	1.7	-8.1	8.1	97.5	-10.5	122.7	O=C(Nc1ccccn1)c1ccc(Br)c(S(=O)(=O)N2CCCC2)c1
6.0	-4.4	/	/	-12.1	-1.8	-45.6	45.6	99.4	0.0	61.5	Cc1ccc(-n2nnc3c(=O)n(CC(=O)c4ccccc4)cnc32)cc1
2.5	-3.8	13.2	-2.3	1.7	-0.5	-19.3	19.3	104.4	-3.2	-10.6	CCC(C)c1ccc(NC(=O)CSc2nncn2N)cc1 (configuration not stated)
-0.3	17.3	/	0.3	-4.5	0.3	/	/	99.1	-0.3	-22.3	CCOC(=O)c1c(NC(=O)C(C)Sc2nnc(C)c(=O)[nH]2)sc2c1CCCC2 (configuration not stated)
-9.9	4.1	15.9	-1.8	-8.2	-2.1	27.1	-6.0	123.0	8.0	1.0	Cc1cccc(C(=O)c2cccc(C)c2)c1
-11.1	-9.5	4.3	-2.2	-7.1	0.8	41.9	-41.9	100.2	-7.2	7.5	CC(C)Sc1cc(N2CCOCC2)nc(-c2ccccc2)n1
7.4	7.1	/	3.1	-3.9	-0.2	-15.6	15.6	107.6	-5.1	8.3	CCCOc1ccccc1C(=O)N1CCNC(=O)C1CC(=O)OC(C)C (configuration not stated)
1.2	25.1	-2.3	7.1	-4.7	2.5	-16.9	16.9	93.3	-1.9	20.7	CCC(=O)N1CCN(CCN=CC2=C(O)CC(c3cccs3)CC2=O)CC1 (configuration not stated)
-4.6	-32.4	-9.6	-2.0	-15.2	0.7	-16.2	16.2	121.9	-8.4	-1.3	Cc1ccccc1OCc1nnc(SC(C)C(=O)O)n1Cc1ccccc1 (configuration not stated)
1.5	1.6	-4.4	/	-9.3	-1.6	9.0	-9.0	97.6	4.9	9.1	O=C1CC(NCc2ccncc2)C(=O)N1c1ccc(Cl)cc1 (configuration not stated)
-11.9	-2.9	-10.0	3.2	-3.8	0.3	-13.4	13.4	111.3	-9.2	279.1	O=C(Nc1ncc2c(n1)CC(c1ccco1)CC2=O)c1ccccc1 (configuration not stated)
9.7	2.6	-3.9	-1.7	13.4	-0.5	-3.2	3.2	104.4	0.2	-3.9	CN1C(=O)c2ccccc2C(O)c2ccccc21 (configuration not stated)

Remaining list, next part.
PKA-R2B activ	Arr AP2 block	MITF act	NSD2 inh	PKA-R1A activ	CDK5 inh	SR-BI HDL uptake	SR-BI DiI-HDL act	DSG3 Ab inh	dFosB activator	SUMO Mot1 rescue	mol
-1.6	7.3	-15.9	0.3	-7.6	-1.5	48.7	-48.7	91.1	3.9	-1.8	COc1cc(/C=N/NC(=O)c2ccc(N(C)S(=O)(=O)c3ccccc3)cc2)cc(OC)c1OC
-7.0	-4.7	2.9	-4.6	-13.2	-1.1	19.8	-19.8	96.4	3.8	-4.7	CCCCCSc1nc2c(cnn2-c2ccc(F)cc2)c(=O)[nH]1
-3.2	1.7	-3.3	1.8	0.3	1.4	48.7	-48.7	/	-4.9	-9.8	COc1ccc(-c2nc(CS(=O)CC(=O)NC(C)CCc3ccccc3)c(C)o2)cc1OC (configuration not stated)
6.2	38.3	8.2	2.6	-1.2	-0.8	/	/	102.9	1.3	-8.3	Cc1ccccc1C(=O)Nc1ccccc1C(=O)N1CCC(C)CC1
-8.3	6.9	5.1	-0.8	-11.9	-0.7	-18.9	18.9	104.0	-8.5	-3.5	Cc1cc(=O)oc2cc(OS(C)(=O)=O)ccc12
-0.1	5.2	-5.5	-0.3	9.7	-1.3	50.0	-50.0	107.6	-2.4	-3.8	CN(c1ccccc1C(=O)Nc1cccc([N+](=O)[O-])c1)S(=O)(=O)c1ccccc1
-6.6	15.9	5.0	-2.9	-8.8	2.5	1.5	-1.5	99.6	-2.5	4.0	COc1ccc(-n2c(CSc3nc(C)cc(C)n3)nnc2SCC(=O)Nc2nccs2)cc1
-7.2	2.4	-86.8	6.1	-2.5	-1.3	-7.0	7.0	117.0	-0.4	-6.7	Cc1cc(C)c(C(=O)/C=C/c2cccc3ccccc23)c(=O)[nH]1
-20.9	6.3	-4.9	-2.8	-5.1	0.1	-13.4	13.4	107.3	-5.6	-9.0	COCCNC(=S)N1CCc2cc(OC)c(OC)cc2C1COc1cc(C)cc(C)c1 (configuration not stated)
6.5	6.8	-2.8	1.8	-7.9	-0.6	-8.4	8.4	90.1	-6.1	-22.4	CCC1Oc2ccccc2N(CC(=O)NCCN2C(C)CCCC2C)C1=O (configuration not stated)
6.7	-3.9	-6.8	5.8	-1.9	-1.2	/	/	94.9	-3.0	13.9	CCN1CCCC1CNC(=O)C(=O)Nc1ccc(OC)cc1 (configuration not stated)
6.7	1.6	10.7	-2.2	-6.4	0.4	9.0	-9.0	96.9	-2.0	4.8	CC(=O)Nc1nnc(-c2ccccn2)o1
-4.7	9.2	-4.4	/	2.9	0.3	8.7	-8.7	104.3	-6.1	/	Cn1c(Cn2nnc3ccccc32)nnc1SCC(=O)NCc1ccc2c(c1)OCO2
-8.5	-0.9	-2.6	/	-8.3	-1.2	-22.7	22.7	103.9	1.2	226.4	CC(C)C[C@@H](COc1ccccc1)N1CCN(CC(C)C)CCC1=O
3.0	-5.2	-3.2	-1.4	-2.1	-0.2	-11.6	11.6	100.8	-0.8	-12.1	CCOCCCNC(=O)C1CC(=O)N(C2CCCC2)C1 (configuration not stated)
-7.2	-1.1	-4.0	/	-0.3	-0.4	13.2	-13.2	104.5	-10.0	/	CCOC(=O)CSc1nnc2n(Cc3ccccc3)c(=O)c3c4c(sc3n12)CCC4
-8.1	-1.6	55.8	0.1	-5.4	-2.1	2.0	-2.0	101.0	-6.8	8.1	c1cncc(-c2noc(-c3ccc4ccccc4c3)n2)c1
3.0	7.7	-10.7	-0.9	6.8	-0.6	-5.7	5.7	/	-16.0	-3.6	Cn1cnnc1SCC(=O)N(Cc1ccc2c(c1)OCO2)C1(C(=O)NC2CCCCC2)CCCC1
/	-5.6	/	/	/	-4.5	-8.5	8.5	102.3	-5.8	2.2	Cc1cc2oc(=O)cc(C)c2cc1NC(=O)CCl
-9.1	-1.4	24.3	28.0	-7.4	-1.0	14.5	-14.5	108.6	-2.8	25.7	O=[N+]([O-])c1cc(/C=N/O)ccc1Sc1ccccc1

Continued (2 carried over from the part before).
PKA-R2B activ	Arr AP2 block	MITF act	NSD2 inh	PKA-R1A activ	CDK5 inh	SR-BI HDL uptake	SR-BI DiI-HDL act	DSG3 Ab inh	dFosB activator	SUMO Mot1 rescue	mol
/	-5.6	/	/	/	-4.5	-8.5	8.5	102.3	-5.8	2.2	Cc1cc2oc(=O)cc(C)c2cc1NC(=O)CCl
-9.1	-1.4	24.3	28.0	-7.4	-1.0	14.5	-14.5	108.6	-2.8	25.7	O=[N+]([O-])c1cc(/C=N/O)ccc1Sc1ccccc1
2.2	12.9	-4.8	-2.5	-6.1	0.5	-3.4	3.4	100.0	-5.2	6.7	CCN(CC)S(=O)(=O)c1ccc(N2CCOCC2)c(NC(=O)c2cc(C)cc(C)c2)c1
-18.1	8.2	-5.1	-2.9	-9.9	-0.7	-3.2	3.2	99.1	-16.7	-5.9	COc1ccc(C(=O)O/N=C(\N)Cc2ccc(Cl)c(Cl)c2)cc1OC
-4.2	6.5	-6.1	-0.4	-10.4	1.3	16.6	-16.6	/	-0.9	-2.1	Cc1cc(C)cc(CSCC(=O)NN=C2CCCCCC2)c1
-11.2	1.0	/	0.1	4.7	2.0	-15.7	15.7	106.5	-13.2	-8.4	Cc1ccccc1C(OCC(O)CN1CCCCC1CCO)c1ccccc1 (configuration not stated)
0.1	-3.4	7.6	-3.0	-4.7	-1.7	-5.2	5.2	95.9	-10.2	9.9	COc1ccc(OC)c(C2C(C#N)=C(N)N(N(C)C)C3=C2C(=O)CCC3)c1 (configuration not stated)
